KDM5B inhibitor – blocks human KDM5B histone demethylase activity. Potency, µM (titrated, usually from 57.7 µM), for the others: top-dose activity change, negative = inhibition, actives largely listed as inhibitors. 220,000 compounds, 2.6% hits. Q9UGL1. KDM5B demethylase, FDH-coupled NADH fluorescence (FDH is formaldehyde dehydrogenase); active = well fitted inhibition curve with a large enough effect; inconclusive = small, poorly fitted or top-dose-only effect; inactive = no such curve, though single readings can be large or run the other way; also: 0% is about no effect; nearly all actives have a fitted effect of over 70% in size
Target sequence (Q9UGL1 whole entry, looked up): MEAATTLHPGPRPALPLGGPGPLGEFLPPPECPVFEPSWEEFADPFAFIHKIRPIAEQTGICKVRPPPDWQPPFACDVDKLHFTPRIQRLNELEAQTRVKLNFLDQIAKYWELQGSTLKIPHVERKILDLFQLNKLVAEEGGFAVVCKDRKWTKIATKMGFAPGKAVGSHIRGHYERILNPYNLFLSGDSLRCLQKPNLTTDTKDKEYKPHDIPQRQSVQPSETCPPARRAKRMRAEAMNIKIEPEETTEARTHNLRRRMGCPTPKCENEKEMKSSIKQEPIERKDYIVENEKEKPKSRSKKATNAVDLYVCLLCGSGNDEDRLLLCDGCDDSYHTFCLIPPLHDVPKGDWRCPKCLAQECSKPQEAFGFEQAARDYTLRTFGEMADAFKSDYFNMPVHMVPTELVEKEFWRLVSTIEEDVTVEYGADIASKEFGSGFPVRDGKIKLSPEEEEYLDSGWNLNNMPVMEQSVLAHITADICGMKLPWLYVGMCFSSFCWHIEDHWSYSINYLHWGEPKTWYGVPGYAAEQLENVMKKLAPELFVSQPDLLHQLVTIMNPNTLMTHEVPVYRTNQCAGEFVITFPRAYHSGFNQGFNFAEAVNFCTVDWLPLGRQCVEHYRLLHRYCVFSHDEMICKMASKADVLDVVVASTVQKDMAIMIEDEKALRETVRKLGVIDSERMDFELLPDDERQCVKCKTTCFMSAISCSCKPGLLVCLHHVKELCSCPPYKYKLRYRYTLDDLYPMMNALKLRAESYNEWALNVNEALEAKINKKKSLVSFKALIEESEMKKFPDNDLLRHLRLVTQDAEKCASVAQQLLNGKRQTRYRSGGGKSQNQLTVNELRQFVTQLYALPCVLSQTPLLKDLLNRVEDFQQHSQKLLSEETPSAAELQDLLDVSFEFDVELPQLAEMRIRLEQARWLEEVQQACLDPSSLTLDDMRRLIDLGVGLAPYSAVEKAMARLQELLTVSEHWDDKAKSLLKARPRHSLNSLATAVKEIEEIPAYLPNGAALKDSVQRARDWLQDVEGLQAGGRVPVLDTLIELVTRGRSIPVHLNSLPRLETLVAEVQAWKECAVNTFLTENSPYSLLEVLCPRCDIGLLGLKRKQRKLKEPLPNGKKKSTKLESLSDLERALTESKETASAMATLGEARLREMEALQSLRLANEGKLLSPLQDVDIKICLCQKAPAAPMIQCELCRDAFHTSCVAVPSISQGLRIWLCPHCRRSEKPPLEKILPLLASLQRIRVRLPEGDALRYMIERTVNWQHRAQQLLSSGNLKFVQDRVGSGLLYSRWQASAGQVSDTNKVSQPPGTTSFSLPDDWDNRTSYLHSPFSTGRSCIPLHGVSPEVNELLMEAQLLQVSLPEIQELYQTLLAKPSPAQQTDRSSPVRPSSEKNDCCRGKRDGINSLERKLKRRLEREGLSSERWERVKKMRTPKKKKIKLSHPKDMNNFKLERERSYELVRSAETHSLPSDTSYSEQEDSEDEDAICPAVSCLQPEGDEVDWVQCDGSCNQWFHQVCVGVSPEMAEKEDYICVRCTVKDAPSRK
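Inhibition is measured as reduced NADH fluorescence generation from FDH coupling to formaldehyde release. Truncated KDM5BΔAP at 200 nM final acts on H3K4me3 peptide (12.5 µM in substrate mix) in pH 7.5 HEPES buffer with Tween-20, 30 min, room temperature.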
The depositor's hits bear a star; i = inactive; ? = inconclusive; & = joins results of further samples; [ ] = dose if it differs, or a comment. Potency is read from the fitted curve at half-maximal effect. This is a subset. The share of hits here may be higher or lower than overall.

KDM5B inhibitor,mol
-14%[86.2 µM],CN1CCCC1COc1ccc2c(n1)CN(Cc1ccc(C(F)(F)F)cc1)C(=O)CO2 (stereo not drawn)
5%,COc1ccc(S(=O)(=O)Nc2ccc(Nc3cc(N4CCCCC4)nc(C)n3)cc2)cc1
?,Cc1ccc(C)c(-c2csc(-c3nc(-c4ccccc4)cs3)n2)c1
-1%,COc1ccc2c(c1)CC(C(=O)NCCN1CCN(c3ccccc3F)CC1)CO2 (stereo not drawn)
-8%,CCOC(=O)COc1ccc2c(=O)c(Oc3ccccc3Cl)coc2c1
?,CCCCN1C(=O)[C@@H]2C[C@@H](O)CN2C2(CN(Cc3ccncc3)C2)C1=O
0%,C=CCn1c(C(=O)NCCCOC)cc2cc(S(=O)(=O)N(C)C)ccc21
-10%[86.2 µM],O[C@@H]1CC(CNC2CCC2)(COc2cccnc2)C[C@@H]1O (stereo partly drawn)
-1%,Cc1ccc(C)c(/C=C/c2onc(C)c2S(=O)(=O)N2CCCC(C(=O)NC3CCCC3)C2)c1 (stereo not drawn)
-19%,COc1ccc(-c2csc(N)c2C#N)cc1
9%,CC(C)CCNc1nnnc2c1sc1nc(N3CCOCC3)c3c(c12)CC(C)(C)SC3
22%,O=C(COC(=O)c1c[nH]c2ccccc12)Nc1cccc(F)c1
6%,CC(C)c1ccccc1NS(=O)(=O)c1ccc(CCC(=O)O)cc1
21%,CC(C)c1ccc(C(C(=O)NC2CCCC2)N(C(=O)c2csnn2)C2CC2)cc1 (stereo not drawn)
-38%,COc1ccccc1N(CC(=O)N/N=C/c1ccc(C(=O)O)cc1)S(=O)(=O)c1ccc(C)cc1
6%,Cc1noc(C)c1[S+](=O)([O-])N1CCC2(C1)N=C(c1ccncc1)C(=O)N2 (stereo not drawn)
-22%,CN(Cc1ccc2nonc2c1)Cc1cc2n(n1)CCN(S(C)(=O)=O)C2
-15%,Cc1ccc(-c2ccc3cc(C)ccc3n2)cc1
11%,O=C(COC(=O)c1ccc[nH]c1=O)Nc1ccc2c(c1)OC(F)(F)O2
15%,COc1ccc(OCCCC(=O)OC(C)C(=O)Nc2ccc(NC(C)=O)cc2)cc1 (stereo not drawn)
-27%,COC(=O)c1ccccc1NC(=O)Cn1c(=O)n(CCCC(=O)NCc2ccccc2OC)c(=O)c2ccccc21
1%,COc1ccc(C(=O)Nc2ccnn2C2CCN(C(C)=O)CC2)cc1
?,COc1ccc2c(c1)c(CN1CC[C@H](CO)[C@H](N(C)C)C1)cn2C(C)C
?,CC(C)c1ccc(NC(=O)C2CCN(c3nc(-c4ccc(C(C)C)cc4)no3)CC2)cc1
?,Cc1nc(C(=O)NCCO)cc2c1[nH]c1ccccc12

Exported bar-delimited: entries from further up.
smiles | KDM5B inhibitor
Cc1ccc(C)c(/C=C/c2onc(C)c2S(=O)(=O)N2CCCC(C(=O)NC3CCCC3)C2)c1 (stereo not drawn) | -1%
O=C(COC(=O)c1c[nH]c2ccccc12)Nc1cccc(F)c1 | 22%

The list continues.
KDM5B inhibitor,mol
-7%,O=Cc1c(Br)cc(Br)c(O)c1Br
?,COc1cccc(CNC(=O)CCc2c(C)nc3c4c(C)cc(C)nc4nn3c2C)c1
4%,Cc1sc(NC(=O)c2ccco2)nc1-c1ccc2c(c1)N(C)C(=O)CO2
40µM*,O=C1NC2(CCN(Cc3ccccc3)C2)COc2ccccc21 (stereo not drawn)
-12%,CCOC(=O)c1ccc(Oc2coc3cc(OC(=O)c4cccs4)ccc3c2=O)cc1
-8%,CCn1c(C2CCCNC2)nn(CCn2ccc(C)n2)c1=O (stereo not drawn)
15%,CCCNC(=O)COc1ncnc2c(Cl)cc(Cl)cc12
18%,CCCNC(=O)C1CCCN1S(=O)(=O)c1ccc(Br)s1 (stereo not drawn)
19%,CCc1noc(-c2cn(C3CCN(C(=O)c4ccc(OC)cc4)CC3)nn2)n1
6%,O=C(c1ccccn1)N1CCC2(CC1)NC(=O)N(Cc1ccc(Cl)cc1)C2=O
10%,Cc1ccc(C2NC(=O)N(CC(=O)NC3CCCC3)C3=C2C(=O)OC3)cc1 (stereo not drawn)
-23%,CCOC(=O)C1C(=O)CC(=O)C(C(=O)OCC)C1c1ccccc1 (stereo not drawn)
-19%,CCc1cc(=O)n(CC(=O)Nc2cccc(C(C)=O)c2)c(-c2ccccc2)n1
18%,CCCCN(CC)C(=O)c1nn(-c2ccc(OC)cc2)c(=O)c2c1c1ccccc1n2C
11%,CN(Cc1ccccc1N1CCCC1)C(=O)c1ccc(S(=O)(=O)N2CCCC2)cc1
?,Cc1ccc(C(=O)NCc2nnc3ccc(-c4ccc(F)cc4)nn23)c(C)c1
-7%,CC(=O)NC(NC(=S)Nc1cccc(Br)c1)C(Cl)(Cl)Cl (stereo not drawn)
?,CCOC(=O)C1CCN(C(=O)Cn2ncc3c4ccccc4n(Cc4ccccc4)c3c2=O)CC1
23%,CCOC(=O)C(NC(=O)COc1ccc(Oc2ccccc2)cc1)C(=O)OCC
?,Cc1cc(O)c(C(c2ccc(Cl)cc2)N2CCN(c3ccccc3)CC2)c(=O)n1Cc1ccco1 (stereo not drawn)
?,CC(C)Oc1ccc(Br)cc1C(=O)N/N=C/c1c[nH]c2ccccc12
1%,CCS(=O)(=O)Nc1ccc(C2(C(=O)NC3CCCC3)CCCCC2)cc1
26%,CCNC(=S)NNC(=O)/C=C/c1ccccc1
17%,NS(=O)(=O)c1ccc(NS(=O)(=O)c2ccc3c(c2)OCCO3)cc1
10%,CC(C)C(NC(=O)c1ccc([N+](=O)[O-])cc1)C(C)C

Records listed above marked active in KDM5B inhibitor.
KDM5B inhibitor,mol
40µM*,O=C1NC2(CCN(Cc3ccccc3)C2)COc2ccccc21 (stereo not drawn)

(continued)
KDM5B inhibitor,mol
-14%,Cc1cc(=O)c2c(C)ccc(C)c2[nH]1
11%,CCOc1ncccc1C(=O)N1CCC(Cc2cccc(C(N)=O)c2)C1 (stereo not drawn)
?,CCCCCCCCOC(=O)c1c(CSC(=N)N)n(C)c2cc(Br)c(OC(C)=O)cc12
-1%,CC(=O)Nc1ccc(S(=O)(=O)N2CCN(c3ccc(C)c(C)c3)CC2)cc1
-20%,COc1ccc(/C=C/C(=O)Nc2sc3c(c2C(N)=O)CCC(C)C3)cc1OC (stereo not drawn)
i,COc1ccc(-c2nc(N3CCOCC3)cc3c2CN(Cc2ccccc2)C3=O)cc1OC
32%,COc1ccc(C(=O)N2CCC(n3cc(-c4nc(C)no4)nn3)C2)c(C)c1 (stereo not drawn)
-25%[86.2 µM],CCN(CC)CC[C@H]1CN(C(=O)C2CC2)CC[C@H]1CC(=O)O
?,O=C(O)C1=NOC2CN(Cc3nc4ccccc4s3)CC12 (stereo not drawn)
-20%,CC(C)CN1C(=O)c2ccccc2C(C(=O)Nc2ccc(C(N)=O)cc2)C12CCCC2 (stereo not drawn)
28µM*,COc1cccc(C(=O)N[C@@H]2CN(c3ccccn3)C[C@H]2CN(C)C)c1
32µM*,CN(C)Cc1nnc(C2CC(NC(=O)c3ccn(C)c(=O)c3)C2)n1C (stereo not drawn)
19%,COC(=O)C1=C(C)N(C)C(=O)N(C)C1c1ccccc1F (stereo not drawn)
35µM*,COCC1CCN(c2ccc(-c3nc(CCCc4ccccc4)no3)cn2)C1 (stereo not drawn)
10%,CC(=O)Nc1c(SC(F)(F)F)cc(SC(F)(F)F)cc1SC(F)(F)F
?,O=C(CSc1nnc(-c2ccc3c(c2)OCO3)o1)Nc1ccc2c(c1)OC1(CCCC1)O2
-29%,CC1=C(C(=O)Nc2ccc(C)cc2C)C(c2ccc(O)cc2)n2nnnc2N1 (stereo not drawn)
-10%,Cc1ccc(N(C(=O)C23CC4CC(CC(C4)C2)C3)C2C=CS(=O)(=O)C2)cc1 (stereo not drawn)
-6%,Cc1cc(NC(=O)COC(=O)c2ccc3c(c2)NC(=O)C(C)S3)no1 (stereo not drawn)
-12%&-13%,COc1cccc(N2CC(NC(=O)c3ccco3)CC2=O)c1 (stereo not drawn)
?,COc1ccccc1-c1ccc2ncc(Nc3ccc(C(N)=O)cc3)n2n1
1%,Cc1ccc(C(=O)N2CCC[C@H]2c2nc(-c3ccccc3)no2)cc1C
-19%,O=C1NCCCCCCN(Cc2ccncc2)[C@@H]2CN(C(=O)CCc3c[nH]c4ccccc34)CC[C@@H]12
?,Cc1ccc(-n2cc(-c3ccccc3)nc2S(=O)(=O)CC(=O)Nc2ccc(F)cc2)cc1
?,O=[S+]1([O-])NCC2(CCN(Cc3ccccc3)CC2)Oc2ncccc21

4 of the compounds above, with each value named.
> CC(C)CN1C(=O)c2ccccc2C(C(=O)Nc2ccc(C(N)=O)cc2)C12CCCC2 (stereo not drawn)
- KDM5B inhibitor = -20%
> COc1ccc(-c2nc(N3CCOCC3)cc3c2CN(Cc2ccccc2)C3=O)cc1OC
- KDM5B inhibitor = i
> COc1cccc(C(=O)N[C@@H]2CN(c3ccccn3)C[C@H]2CN(C)C)c1
- KDM5B inhibitor = 28µM*
> CN(C)Cc1nnc(C2CC(NC(=O)c3ccn(C)c(=O)c3)C2)n1C (stereo not drawn)
- KDM5B inhibitor = 32µM*

Following part:
KDM5B inhibitor,mol
2%&-26%,Cc1ccc2oc(C(=O)Nc3ccc(S(=O)(=O)Nc4onc(C)c4C)cc3)cc(=O)c2c1
13%,COc1ccc(OCC(=O)Nc2ccc3oc(C)nc3c2)cc1
-16%,Cn1c(=O)c2c(-c3ccccc3)n3c(c2n(C)c1=O)C(c1coc2ccccc2c1=O)OCC3(C)C (stereo not drawn)
7%,CC(C)N1CCC(N2C[C@H]3OC(=O)N(CCc4cccc(Cl)c4)[C@H]3C2)CC1
10%,Cc1ccc(C(C)C)c(OC(=O)c2ccc(C#N)cc2)c1
?,CCCCC(CC)CNC(=O)c1nccnc1N (stereo not drawn)
28µM*,Cc1ccc(-c2ccc3nnc(CNC(=O)COc4ccccc4)n3n2)cc1C
?,Fc1ccc(CN2CC[C@H](c3nnc(-c4ccccc4F)o3)C2)cc1
2%,Fc1ccc(C2=NC(C(F)(F)F)(C(F)(F)F)N=C3C=CC=CN32)cc1
4%,CCN1C(=O)C(CC(=O)Nc2ccc(OC)cc2)N(Cc2ccc(OC)c(OC)c2)C1=S (stereo not drawn)
?,N#Cc1cc2c(=O)n3ccccc3nc2n(-c2nnc(SCc3ccccc3Cl)s2)c1=O
4%,CC(C)c1ccc(-c2nonc2NC(=O)c2cc(=O)c3cc(Br)ccc3o2)cc1
?,CCc1c(C)sc(NC(=O)C2CCCCC2)c1C#N
-2%,COc1ccc(CCNC(=O)CCc2nnc(Cc3ccc4c(c3)OCO4)o2)cc1
-20%,CC(C)c1noc(-c2cn(C3CCN(C(=O)Cc4ccc(F)cc4)CC3)nn2)n1
4%,CCc1nnc(NC(=O)c2cc(=O)c3ccccc3o2)s1
-12%,COc1ccc(Cl)cc1C(=O)NC1CCN(c2cc(C(F)(F)F)nc(C)n2)CC1
?,CC(C)c1nc(NCCCN(C)C)c(C#N)c2c1CCCC2
?,COc1ccc2c(C)c(CC(=O)Nc3ccc(Cn4cncn4)cc3)c(=O)oc2c1OC
20%,Cc1noc(C)c1CCCNC(=O)C1CCN(C(=O)N2CC3CC(C2)[C@H]2CCCC(=O)N2C3)CC1 (stereo partly drawn)
-14%,COc1cc(C)c(NC(=O)CC2CC3CCC2C3)cc1OC (stereo not drawn)
?,COc1cccc(/C=C/C(=O)OCC(=O)Nc2cccc(S(=O)(=O)NC3=NCCCCC3)c2)c1
13%,N#Cc1ccccc1CN1CCc2cc(S(=O)(=O)N3CCOCC3)ccc21
-12%,CCCNC(=O)N1CCC(Oc2ncccc2C(=O)N2CCOCC2)C1 (stereo not drawn)
14%,COCCN1CCC(CN(CC2CCCO2)C(=O)c2cc(Cl)cn2C)CC1 (stereo not drawn)
7%,CC(=O)OCC(=O)[C@@]1(O)CCC2C3CCC4=CC(=O)CCC4(C)C3C(=O)CC21C (stereo partly drawn)
-6%,O=C(Nc1ccc(OCc2ccccc2)cc1)C1CCN(S(=O)(=O)Cc2cccc(Cl)c2)CC1
7%,CC1CCCCN1CC(=O)NCCc1c[nH]c2ccccc12 (stereo not drawn)
2%,Cc1ccc(-c2n[nH]c(=O)c3ccccc23)cc1S(=O)(=O)Nc1ccccc1
10%,COc1ccc(C)cc1NC(=O)C1(CCO)CC12CCOCC2 (stereo not drawn)
?,Cc1ccc(NC(=O)CN2C(=O)COc3ccc(S(=O)(=O)NC4CCCC4)cc32)c(Cl)c1
-14%,COCCNC(=O)[C@@H]1C[C@H](Oc2ccccc2)CN1C(=O)c1ccncc1
-7%,Cc1cc2cccc(-c3nc(C4CCOC4)nn3CC(=O)O)c2o1 (stereo not drawn)
6%,CCCCCNC(=O)C12CC3CC(CC(NC(C)=O)(C3)C1)C2
-15%,Cc1ccc(NC(=O)[C@H](CSCc2ccccc2)N2Cc3ccccc3C2=O)cc1
4%,CC(=O)C1=C(O)C(=O)NC1c1ccc(F)cc1 (stereo not drawn)

Of the compounds above, these have a CF3 group.
KDM5B inhibitor,mol
-14%[86.2 µM],CN1CCCC1COc1ccc2c(n1)CN(Cc1ccc(C(F)(F)F)cc1)C(=O)CO2 (stereo not drawn)
10%,CC(=O)Nc1c(SC(F)(F)F)cc(SC(F)(F)F)cc1SC(F)(F)F
2%,Fc1ccc(C2=NC(C(F)(F)F)(C(F)(F)F)N=C3C=CC=CN32)cc1
-12%,COc1ccc(Cl)cc1C(=O)NC1CCN(c2cc(C(F)(F)F)nc(C)n2)CC1

Screens (PubChem)
